High-throughput results as filed in PubChem BioAssay.
FN deposit inh: fibronectin deposition inhibition; AH1F fibroblasts, Alexa488-fibronectin deposition fluorescence, overnight; inhibition, % at 12.6 µM; actives 0.086% (n = 350,000); AID 743247;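 active means mean inhibition across replicates of 30% or more, regardless of how many single replicates reach that level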;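 further: positive control wells lacked labelled fibronectin entirely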
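Material: AH1F fibroblasts assembling fluorescent fibronectin matrix; amount: 10000 AH1F cells/well; medium: DMEM, 2% serum; reagent: Alexa488-fibronectin, 24 nM final in well; dosing: single compound dose, delivered by pin transfer; incubation: 1 h adhesion, overnight exposure; detection: fluorescence after three HBSS washes, excitation 485 nm, emission 525 nm; measure: fibronectin deposition inhibition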
LGR2 inh: blocks bursicon-induced cAMP signaling via Drosophila LGR2; HEK293 LGR2, CRE-luciferase, bursicon-stimulated, 4 h; inhibition, % at 9.99 µM; actives 0.35% (n = 380,000);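 active means drop in luminescence signal, shown as inhibition above about 50% in the replicate tests, limit read from the data, passing the limit was not always enough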;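 further: agonist challenge used bursicon conditioned medium at about half maximal strength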
ERAP1 HTS inh: blocks human ERAP1 aminopeptidase activity; inhibition, % at 10.7 µM; recombinant ERAP1, Leu-AMC fluorescence, 60 min; actives 0.15% (n = 340,000);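 active means mean replicate inhibition of at least 30%, or all replicates individually reaching that 30% level; inactive means mean below 30% and not every replicate reaching it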;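 further: 0% = neutral control wells and 100% = L-leucinethiol positive control wells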
Target sequence (Q9NZ08 whole entry, looked up): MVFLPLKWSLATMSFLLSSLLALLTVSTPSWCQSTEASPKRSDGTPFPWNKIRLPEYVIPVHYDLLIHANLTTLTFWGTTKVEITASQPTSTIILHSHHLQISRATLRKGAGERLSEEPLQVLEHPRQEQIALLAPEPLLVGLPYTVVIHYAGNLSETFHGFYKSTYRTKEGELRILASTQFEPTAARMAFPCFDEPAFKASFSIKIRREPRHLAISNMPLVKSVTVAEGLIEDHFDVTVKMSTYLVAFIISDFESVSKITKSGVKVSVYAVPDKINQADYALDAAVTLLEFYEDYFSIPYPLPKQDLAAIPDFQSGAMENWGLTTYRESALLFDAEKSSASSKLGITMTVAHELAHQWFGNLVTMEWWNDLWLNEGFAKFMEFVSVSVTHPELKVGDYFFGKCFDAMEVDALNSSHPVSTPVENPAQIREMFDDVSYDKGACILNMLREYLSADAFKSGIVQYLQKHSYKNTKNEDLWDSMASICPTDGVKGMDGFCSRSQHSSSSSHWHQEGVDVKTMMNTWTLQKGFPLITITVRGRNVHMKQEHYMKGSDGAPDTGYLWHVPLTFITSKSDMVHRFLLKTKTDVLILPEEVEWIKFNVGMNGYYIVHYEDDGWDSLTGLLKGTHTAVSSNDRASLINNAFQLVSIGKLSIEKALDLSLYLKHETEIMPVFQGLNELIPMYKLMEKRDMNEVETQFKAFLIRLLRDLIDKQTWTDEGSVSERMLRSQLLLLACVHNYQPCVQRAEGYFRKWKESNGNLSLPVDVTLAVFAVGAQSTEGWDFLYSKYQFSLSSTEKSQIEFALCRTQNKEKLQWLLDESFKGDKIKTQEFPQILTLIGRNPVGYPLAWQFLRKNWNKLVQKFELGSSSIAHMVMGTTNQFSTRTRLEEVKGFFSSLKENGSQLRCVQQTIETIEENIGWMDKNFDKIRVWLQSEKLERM
PglD DTNB: PglD (C. jejuni) enzyme inhibition; inhibition, % at 12.5 µM; purified PglD enzyme, DTNB colorimetric CoA detection; actives 0.098% (n = 360,000); in the data active means inhibition above about 16%, passing the limit was not always enough; further: strong numbers were not always called active
S100A4 MyoIIA: blocks human S100A4 binding to myosin IIA peptide; P26447; S100A4/TAMRA-MyoIIA peptide fluorescence polarization; inhibition, % at 10.7 µM; actives 0.14% (n = 360,000); AID 652163;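 active means mean inhibition of at least 70% across replicates, with every replicate also reaching that level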
Target sequence (P26447 whole entry, looked up): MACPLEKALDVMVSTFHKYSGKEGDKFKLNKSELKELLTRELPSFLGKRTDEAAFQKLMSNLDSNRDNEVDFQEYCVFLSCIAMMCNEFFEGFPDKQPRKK
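Material: S100A4 monomer (human). Medium: Calcium-containing HEPES buffer, pH 7.2. Probe or stimulus: labelled myosin peptide probe, 5 nM. Compound dosing: one concentration per compound. Timing: polarization read 5 min after assay mix addition, stable 5–60 min. Benchmarks: DMSO as neutral control, TFP as positive control.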
PAX8 reporter: inhibitors of PAX8 transcriptional activity in RMG-I cells | AID 652154 | inhibition, % at 12.6 µM | RMG-I TPO-luciferase reporter, SteadyGlo, 24 h | actives 1.2% (n = 360,000);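 active means mean replicate inhibition at least 60% with every replicate also reaching 60%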;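 further: luciferase light reporting Pax8 driven TPO promoter activity; plate controls were median of neutral control wells for no effect and mitoxantrone controls for full effect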
PGC1a acetyl inh: lowers PGC1a acetylation signal in U2OS cells. AlphaScreen anti-acetyl-lysine; with virally co-expressed GCN5 acetyltransferase. inhibition, % at 15.6 µM. actives 0.17% (n = 350,000);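 active means every replicate shows inhibition of at least 40%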;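 further: 0% = neutral control wells and 100% = positive control wells; some results beyond the cut were filed as inactive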
EWS-Fli inh: blocks EWS/Fli oncoprotein-driven transcription; actives 0.67% (n = 350,000); AID 651661; A673 NR0B1-luciferase reporter, viability-normalised; inhibition, % at 12.6 µM;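 active means mean inhibition of at least 50% after viability correction, with every replicate also passing that limit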;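 further: firefly luciferase signal divided by Alamar Blue viability fluorescence both relative to DMSO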
An asterisk follows results filed as active; . = no result given; & = joins results of further samples.

SMILES	FN deposit inh	LGR2 inh	ERAP1 HTS inh	PglD DTNB	S100A4 MyoIIA	PAX8 reporter	PGC1a acetyl inh	EWS-Fli inh
O=C(/C=C/c1ccc2c(c1)OCO2)N1CCOCC1	0	.	.	1	.	-34	1	.
CCOC(=O)c1[nH]c(C)c(C(=O)NC2CCCCC2)c1C	-5	-5	.	-6	0	1	1	-5
CCN1CCN(C(=O)C2COc3ccccc3O2)CC1 (centres undefined)	-2	4	-6	-4	1	.	4	-8
O=C(O)c1cc2c([nH]c1=O)CCCC2	-2	.	.	4	.	9	-3	.
COc1cc(C(=O)NCc2nnc(SCC(=O)Nc3cccc(C(F)(F)F)c3)o2)cc(OC)c1OC	-9	7	-2	-1	1	6	5	.
CC1(OC(=O)C2CCCC2)C(=O)C=C2C=C(c3ccsc3)OC=C2C1=O (centres undefined)	-4	2	2	2	-11	1	8	-1
COc1cccc(-c2ncc3ccccc3c2COC(=O)c2ccccc2C(=O)O)c1	0	-21	1	1	-2	-13	-2	-15
C[C@@H]1CN([C@H](C)CO)C(=O)c2cc(NC(=O)Cc3ccccc3)ccc2O[C@@H](C)CCCCO[C@H]1CN(C)C(=O)c1ccccc1	.	6	1	0	4	7	-8	5
CC(C)NS(=O)(=O)c1ccc2c3c(cccc13)CC2	17	3	-1	.	-2	9	-10	-7
COCCN1C(=O)CSCC1(C)C(=O)NC(C)C (centres undefined)	9	-7	0	.	-3	-14	.	5
CC(C)C#Cc1ccc([C@@H]2[C@H](CO)N3CCCCN(C(=O)NC(C)C)C[C@@H]23)cc1	.	-3	2	1	4	-34	-1	-11
NCc1ccccc1	-6	-12	-2	-1	0	-2	3	0
CN(CC(=O)Nc1ccc(F)cc1)C(=O)c1cc(-c2cccs2)nn1-c1ccccc1	3	12	4	3	-3	.	-5	2
O=C(CCc1ccccc1)NC(NC(=S)Nc1ccc(Br)cc1)C(Cl)(Cl)Cl (centres undefined)	.	4	8	0	-5	.	-14	21
Nc1nc(C(=O)N2CCOCC2)nn1C(=O)c1ccc(Cl)cc1	-1	12	-3	-4	0	-17	.	3
O=C(Cn1c(=O)oc2cc(S(=O)(=O)NCc3ccccc3)ccc21)N1CCCC1	6	5	.	1	1	-18	4	3
CO[C@@H]1CN(C)C(=O)c2ccc(NC(=O)NC(C)C)cc2OC[C@H](C)N(C(=O)CN(C)C)C[C@H]1C	6	3	4	0	15	5	-2	-2
C[C@@H]1CN([C@H](C)CO)C(=O)c2cc(NC(=O)Nc3ccccc3)ccc2O[C@@H](C)CCCCO[C@@H]1CN(C)S(=O)(=O)c1cccs1	-13	-1	1	1	-4	10	-7	-10
C/C(=N\NC(=O)CCC(=O)NCc1ccccc1)c1ccc([N+](=O)[O-])cc1	2	-6	-1	0	5	18	-8	3
COc1cc(NCC2COc3c(ccc(OC)c3OC)C2=O)c([N+](=O)[O-])cc1OC (centres undefined)	3	-10	1	-2	-2	23	-10	8
O=C(C[C@H]1C[C@H]2c3cc(NC(=O)Nc4ccccc4F)ccc3O[C@H]2[C@H](CO)O1)NCc1ccc2c(c1)OCO2	.	12	-1	3	-9	1	5	-5
OC(c1ccccc1)(c1ccccc1)C1CCN(CCCOc2ccc(-c3ccc(F)cc3F)cc2)CC1	4	1	-1	.	1	59	.	31
C[C@H](CO)N1C[C@H](C)[C@@H](CN(C)C(=O)NC2CCCCC2)Oc2c(NS(=O)(=O)c3ccccc3)cccc2C1=O	11	3&6	-3&-6	-1&7	0&1	-7&3	-3&0	-1&-13
COc1ccc(C(=O)N/C(=C\c2cn(C)c3ccccc23)C(=O)NCCCN2CCOCC2)cc1OC	13	-6	2	6	-4	10	-5	.
O=C1c2cccnc2C(Nc2ccc(Cl)cc2)N1Cc1cccs1 (centres undefined)	-4	-4	9	-1	-3	-13	-5	8
SMILES	FN deposit inh	LGR2 inh	ERAP1 HTS inh	PglD DTNB	S100A4 MyoIIA	PAX8 reporter	PGC1a acetyl inh	EWS-Fli inh
CCCC(=O)Nc1cc(S(=O)(=O)N2CCCCC2)ccc1N1CCOCC1	.	-14	-3	4	-2	0	2	4
COc1ccc(NC(=O)N(C)C[C@H]2Oc3ncc(C4=CCCC4)cc3C(=O)N([C@@H](C)CO)C[C@@H]2C)cc1	3	-13	0	-3	-4	.	-10	0
CO[C@@H]1CN(C)C(=O)c2cc(NC(C)=O)ccc2OC[C@H](C)N(S(=O)(=O)c2cn(C)cn2)C[C@H]1C	6	-9	2	.	-5	.	5	-10
CC(/C=N/NC(=O)c1cc(-c2ccc(C)o2)[nH]n1)=C\c1ccccc1	5	-5	-4	-8	1	15	-12	-7
CC1(CC(=O)N/N=C/c2ccc(-c3ccc(C(=O)O)cc3)o2)OCCO1	.	10	10	3	-1	.	8	-6
CCOc1cc(C2CC(=O)N3CN(C4CCCCC4)CSC3=C2C#N)ccc1O (centres undefined)	-3	4	6	-3	-4	-7	.	2
Cc1ccc(-n2c(SCc3ccc(C(=O)O)cc3)nnc2-c2ccncc2)cc1	-12	-3	-5	.	-5	-11	17	-4
O=C(CCNC(=O)N1CC(=O)Nc2ccccc21)Nc1ccc(Cl)cc1	-2	6	-2	5	-2	-8	10	.
COc1ccc2c3c([nH]c2c1)[C@H](CO)N(C(C)=O)CC31CCN(S(=O)(=O)c2ccccc2)CC1	-2	11	-1	.	-2	.	-4	9
COc1ccc(CC(NC(C)=O)C(=O)NC2CCN(C(=O)c3cccc(Cl)c3)CC2)cc1OC (centres undefined)	2	25	1	3	-2	-18	.	3
CC(C)Cn1c(SCC(=O)N(C)C2CCS(=O)(=O)C2)nc2cc(Cl)ccc2c1=O (centres undefined)	.	-12	0	-2	-3	-4	0	4
C[C@@H]1CN([C@H](C)CO)C(=O)c2cc(NS(=O)(=O)c3ccccc3)ccc2O[C@@H](C)CCCCO[C@@H]1CN(C)C(=O)c1ccccc1	-2	6	1	4	-28	-10	22	12
C[C@H](CO)N1C[C@H](C)[C@H](CN(C)C(=O)[C@@H](Cc2ccccc2)N(C)C)OCc2ccccc2-c2c(n(C)c3ccccc23)C1=O	11	7	2	4	-5	23	26	7
COc1cc(OC)cc(C(=O)NNC(=O)CCNC(=O)c2ccc(Br)cc2)c1	-26	-13	-1	-2	-3	9	.	6
COc1ccc(/C=C/C(=O)NC(=S)NNC(=O)c2cnccn2)cc1	3	6	-2	.	0	25	7	8
CCN(Cc1ccccc1)C(=O)C(=O)c1cn(CC(=O)N2CCCC2)c2ccccc12	1	0	-4	3	-10	13	.	.
O=C(CC1CC1)N[C@@H]1CC[C@@H](CCNS(=O)(=O)c2ccc(F)cc2)O[C@@H]1CO	7&0	17&4	-5&-3	3	66&2	-8&-10	4	-1&-5
COc1ccc(S(=O)(=O)N2[C@@H]3CNC[C@H]2C3c2ccc(-c3cccc(C)c3)cc2)cc1 (some centres undefined)	2&-2	8&6	2&0	.	-10&-43	10	1	-8
COc1ccc(N(CC(=O)Nc2ccc(C(N)=O)cc2)S(=O)(=O)c2ccc(C)c([N+](=O)[O-])c2)cc1	3	.	-5	.	0	10	-9	-13
COc1ccc(N(CC(=O)NCCSc2ccccn2)S(=O)(=O)c2ccc(C)cc2)cc1OC	4	-3	2	-6	-12	3	.	3
CCOc1ccc(NC(=O)C2CCCN2C(=O)OCc2ccccc2)cc1 (centres undefined)	0	-11	-1	10	-3	-4	-20	8
CN1C(=O)c2cc(NC(=O)Nc3ccccc3Cl)ccc2OC[C@H]2O[C@H](CC(=O)O)CC[C@H]21	-2	10	.	1	.	9	8	-3
CC(C)c1ccccc1NC(=O)COC(=O)c1cc([N+](=O)[O-])ccc1N1CCOCC1	1	-13	0	-8	-4	6	1	-1
Cn1nnc2cc(C(=O)NC(C)(C)C)ccc21	3	.	.	-2	.	7	-5	.
O=C(NC1CCN(c2ncccn2)CC1)c1ccccc1Cl	-1	13	1	-3	1	20	-9	18

An excerpt from above, showing only S100A4 MyoIIA and ERAP1 HTS inh.
compound | S100A4 MyoIIA | ERAP1 HTS inh
CCN(Cc1ccccc1)C(=O)C(=O)c1cn(CC(=O)N2CCCC2)c2ccccc12 | -10 | -4
O=C(CC1CC1)N[C@@H]1CC[C@@H](CCNS(=O)(=O)c2ccc(F)cc2)O[C@@H]1CO | 66&2 | -5&-3
COc1ccc(S(=O)(=O)N2[C@@H]3CNC[C@H]2C3c2ccc(-c3cccc(C)c3)cc2)cc1 (some centres undefined) | -10&-43 | 2&0
COc1ccc(N(CC(=O)Nc2ccc(C(N)=O)cc2)S(=O)(=O)c2ccc(C)c([N+](=O)[O-])c2)cc1 | 0 | -5

3 entries out of the list above, sorted by the number in LGR2 inh, falling.
molecule	LGR2 inh
COc1ccc2c3c([nH]c2c1)[C@H](CO)N(C(C)=O)CC31CCN(S(=O)(=O)c2ccccc2)CC1	11
COc1cc(OC)cc(C(=O)NNC(=O)CCNC(=O)c2ccc(Br)cc2)c1	-13
CCCC(=O)Nc1cc(S(=O)(=O)N2CCCCC2)ccc1N1CCOCC1	-14

(continued)
SMILES	FN deposit inh	LGR2 inh	ERAP1 HTS inh	PglD DTNB	S100A4 MyoIIA	PAX8 reporter	PGC1a acetyl inh	EWS-Fli inh
Cc1ccc(S(=O)(=O)N2CCCCC2C(=O)Nc2ccc(N(C)C)cc2)cc1 (centres undefined)	-8	-2	0	-3	-4	.	-3	-6
COC(=O)[C@]12CCCCC=C1N(Cc1ccc(Cl)cc1Cl)C(=O)[C@H](CC(=O)NCc1ccc(C)o1)C2	7	-7	1	.	1	-13	.	2
C[C@@H]1CN([C@@H](C)CO)C(=O)Cc2cc(NC(=O)CCCCCC(=O)Nc3ccccc3N)ccc2O[C@@H]1CN(C)Cc1ccc2c(c1)OCO2	.	12	-3	2	-2	4	-1	40
COc1ccc(S(=O)(=O)N2CCCCCC2)cc1NC(=O)Cc1ccc(OC)c(OC)c1	8	5	-4	-2	-3	29	-2	19
COC(=O)C[C@@H]1CC[C@H]2[C@H](COc3ccc(NC(=O)c4ccc(C(F)(F)F)cc4)cc3C(=O)N2C)O1	-3	12	0	-3	-7	-28	-9	-53
CC(C)(C)CN1CCN(Cc2cc3ccccc3[nH]2)CC1CCO (centres undefined)	-7	10	-1	1	1	21	-8	4
COc1ccc(S(=O)(=O)Nc2ccc3c(c2)C(=O)N([C@H](C)CO)C[C@@H](C)[C@@H](CN(C)C(=O)CCC(F)(F)F)OCCCC[C@@H](C)O3)cc1	.	8	1	3	-3	5	-7	5

Four structures out of the list, sorted by molar mass, ascending.
SMILES	FN deposit inh	LGR2 inh	ERAP1 HTS inh	PglD DTNB	S100A4 MyoIIA	PAX8 reporter	PGC1a acetyl inh	EWS-Fli inh
CC(C)(C)CN1CCN(Cc2cc3ccccc3[nH]2)CC1CCO (centres undefined)	-7	10	-1	1	1	21	-8	4
Cc1ccc(S(=O)(=O)N2CCCCC2C(=O)Nc2ccc(N(C)C)cc2)cc1 (centres undefined)	-8	-2	0	-3	-4	.	-3	-6
COC(=O)C[C@@H]1CC[C@H]2[C@H](COc3ccc(NC(=O)c4ccc(C(F)(F)F)cc4)cc3C(=O)N2C)O1	-3	12	0	-3	-7	-28	-9	-53
COC(=O)[C@]12CCCCC=C1N(Cc1ccc(Cl)cc1Cl)C(=O)[C@H](CC(=O)NCc1ccc(C)o1)C2	7	-7	1	.	1	-13	.	2
